# Source: PubChem BioAssay
# West Nile virus CPE = West Nile virus antiviral activity, cell-based, CPE readout (AID 1621) | CPE inhibition, % at 10 µM, or IC50 in µM where a hit was titrated | West Nile virus-infected cells, CPE inhibition; higher % means a stronger effect | 0.02% of 290,000 active; in the data active means a potency from the dose series; inconclusive means CPE inhibition mostly from about 3.7% at the one dose, without a potency; inactive means the rest, 99 in 100 with CPE inhibition below about 2.2%; further: strong numbers were not always called active
# M1AAP inhibition = P. falciparum M1AAP inhibitors, biochemical, fluorogenic H-Leu-NHMec substrate, 1536-well (AID 1445); Aminopeptidase N (Plasmodium falciparum (isolate 3D7)); recombinant M1AAP, H-Leu-NHMec fluorogenic kinetic assay; higher % means a stronger effect; inhibition, % at 30 µM; hits with a dose series show IC50 in µM; 0.42% of 220,000 active;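 active means primary inhibition above the hit cutoff, then over 50% inhibition at one or more dose response concentrations, cut at about 23% in these data, passing the limit was not always enough; inconclusive means conflicting primary data, or primary hits not chosen for dose response; inactive means low primary inhibition, or under 50% at every dose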;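 further: plate controls were DMSO full reaction for no effect and no enzyme background for full effect; strong numbers were not always called active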
# RSV CPE inhibition = RSV antiviral activity via CPE protection, HEp-2 cells, primary 10 µM value included (AID 2391); HEp-2 cells, RSV-induced CPE inhibition; higher % means a stronger effect; 0.13% of 310,000 active; CPE inhibition, % at 10 µM; hits with a dose series show IC50 in µM; in the data active means a potency from the dose series; inconclusive means CPE inhibition mostly from about 23% at the one dose, without a potency; inactive means the rest, 99 in 100 with CPE inhibition below about 21%; further: strong numbers were not always called active
# P. falciparum M17LAP = P. falciparum M17LAP inhibitors, primary screen, biochemical, fluorogenic H-Leu-NHMec substrate, 1536-well (AID 1619); Leucine aminopeptidase (Plasmodium falciparum (isolate 3D7)); recombinant M17LAP, H-Leu-NHMec fluorogenic kinetic assay; higher % means a stronger effect; inhibition, % at 30 µM, or IC50 in µM where a hit was titrated; 0.38% of 220,000 active;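 active means compound inhibiting the enzyme by more than half at any dose during confirmatory dose-response retesting; inconclusive means strong single-dose inhibitors picked by rank but not retested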;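 further: plate controls were full reaction with DMSO carrier for no effect and no enzyme background for full effect; strong numbers were not always called active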
# UTI89 phage lysis = inhibition of K1F phage lysis, E. coli UTI89, bacterial capsule biogenesis inhibitors, alamar blue (AID 488966); E. coli UTI89 K1F phage lysis, alamar blue, 2 h; higher % means a stronger effect; inhibition, % at 100 µM, or IC50 in µM where a hit was titrated; 0.02% of 340,000 active;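 active means phage lysis inhibition, versus mean bacterial control, above a set limit; inconclusive means no clear call, values can overlap the other calls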;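 further: capsule biogenesis inhibitors block K1F phage lysis so surviving cells raise fluorescence; higher fluorescence means more inhibition of phage lysis; actives were called in the ten point dose series up to 300 µM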
# TNAP activation fold = human TNAP enzyme activators, primary screen, biochemical, luminescent, no phosphate acceptor, uHTS (AID 1001); Alkaline phosphatase, tissue-nonspecific isozyme (Homo sapiens); purified TNAP, luminescent activation assay, no phosphate acceptor; higher activation fold means a stronger effect; activation fold at 20 µM; hits with a dose series show EC50 in µM; 0.03% of 200,000 active; in the data active means activation fold from about 3, or a potency from the dose series; inactive means the rest, 99 in 100 with activation fold below about 1.6; further: many of its hits are not listed in these tables
# PMI inhibitors = inhibitors of human PMI, primary screen, biochemical, fluorescence intensity, coupled assay (AID 1209) | inhibition, % at 20 µM; hits with a dose series show IC50 in µM | purified PMI enzyme, coupled fluorescence intensity; higher % means a stronger effect | 0.42% of 190,000 active | Mannose-6-phosphate isomerase (Homo sapiens);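 further: plate controls were DMSO vehicle for no effect and wells lacking substrate for full effect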
# human PMI inhibitors = human PMI inhibitors, high substrate, primary screen, biochemical, fluorescence intensity, high mannose 6-phosphate (AID 1220) | Mannose-6-phosphate isomerase (Homo sapiens) | recombinant PMI enzyme, coupled fluorescence intensity; higher % means a stronger effect | one-dose inhibition, % at 20 µM; IC50 in µM for titrated hits | 0.66% of 190,000 active
# T cell modulator = modulators of CD8 T cell-vesicle binding, primary screen, mouse 2C CD8+ T cells, flow cytometry | AID 2052, 2009 | 0.068% of 330,000 active | calls only at 7 µM | 2C CD8+ T cell-vesicle binding; hits give low values;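 active means response, share of CD8 T cells binding vesicles, and their 90th percentile fluorescence all below set limits, cut at about 80% in these data, passing the limit was not always enough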
#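 Test system: purified 2C TCR transgenic mouse naive CD8+ T cells. Probe or stimulus: QL9-peptide-loaded Drosophila micro-vesicles bearing Ld, ICAM-1 and B7-1. Incubation: binding step 1.5 h, 37 °C, antibody labelling 20 min, ice. Measured by: flow cytometry of vesicle-bound cells.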
# T cell modulator vesicle-bound % = recorded beside T cell modulator, whose call it bears; double positive events, %; measured here: CD8+ vesicle-bound cell fraction;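 binding gate set so that unloaded-vesicle control wells show 10% double positive cells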
# Starred values were filed as active, the others as inactive; i = inactive; ? = inconclusive; · = no result given; [ ] = dose if it differs, or a comment. Unless noted, no stated cut-off is given here; in the data, active means inhibition above about 50%; inactive means the rest.
# Below each SMILES – West Nile virus CPE | M1AAP inhibition | RSV CPE inhibition | P. falciparum M17LAP | UTI89 phage lysis | TNAP activation fold | PMI inhibitors | human PMI inhibitors | T cell modulator | T cell modulator vesicle-bound %
O=C(/C=N/O)NCc1cccnc1
  0.0% | -3% | -1.2% | 8% | 0.3% | 1.1 | 6% | -2% | i | 42
Cc1ccc2cc(CN(CCCN3CCOCC3)C(=O)NC3CCCCC3)c(=O)[nH]c2c1C
  -0.5% | 14% | -1.2% | 8% | -0.7% | · | · | · | i | 40
CC(=O)c1c(C)nc(-c2ccc(OCC(=O)Nc3cccc(C)c3C)cc2)n1O
  -0.3% | 2% | -0.2% | -2% | 0.7% | 1.1 | -4% | 24% | i | 56
O=C(NCCCN1CCOCC1)C(=O)NCC1OCCN1S(=O)(=O)c1cc(F)ccc1F (stereo not drawn)
  -0.4% | · | 0.8% | · | 1.2% | · | · | · | i | 7
CCOc1ccc(-n2c(C)c(C(=O)O)c3cc(OC)ccc32)cc1
  -0.8% | · | 1.8% | · | 0.3% | · | · | · | i | 16
Cc1ccc(-c2cc(C(F)F)n3ncc(C(=O)N4CCCc5ccccc54)c3n2)cc1
  -0.2% | 1% | 1.2% | 3% | 0.4% | 1.1 | 10% | 16% | i | 7
COc1ccc(-c2csc(NC(=O)CC(NC(C)=O)c3ccccc3)n2)cc1OC (stereo not drawn)
  -0.3% | · | 2.0% | · | -0.2% | · | · | · | i | 4
CN(C)CCOC(C1CCCCC1)C1CCCCC1
  0.2% | -2% | -1.5% | -10% | ? | 1.1 | 16% | 11% | i | 10
CCN1C(=O)[C@H]2[C@@H](c3ccc(C)cc3)N3C(=O)N(c4cccc(F)c4)C(=O)[C@@]3(C)[C@H]2C1=O
  0.0% | · | 0.4% | · | 3.8% | · | · | · | i | 18
O=C(O)c1cccnc1Nc1ccc(Cl)cc1
  ? | 7% | 7.5µM* | 9% | -0.8% | 1.1 | -17% | -12% | i | 61
CCN1CCN(c2ccc(NC(=O)CCc3c(C)nc4c(-c5ccc(F)cc5)c(C)nn4c3C)cc2)CC1
  -1.1% | 6% | 0.0% | -4% | -0.2% | 1 | 15% | 13% | i | 43
c1ccc(CSc2nnc3ccc(-c4cccs4)nn23)nc1
  -0.8% | 9% | 1.7% | 23% | 0.0% | 1.1 | -5% | 2% | i | 31
CC(=O)N1CCN(S(=O)(=O)c2cccc(C(=O)Nc3cc(C(F)(F)F)ccc3N3CCOCC3)c2)CC1
  1.0% | · | 1.1% | · | 0.0%[50 µM] | · | · | · | i | 33
Cc1cccc(OCCC(=O)Nc2ccc(F)c(Cl)c2)c1
  -0.8% | 1% | 16% | -1% | -3.7% | 1.1 | 26% | 13% | i | 37
Cc1cccc(CCNC(=O)c2cccc3c2C(=O)N(C2CCCCC2)C3)c1
  0.4% | · | 5.3% | · | 0.3% | · | · | · | i | 18
COC(=O)c1cc(OC)c(OC)cc1NC(=O)CCc1ccc(C)o1
  -0.2% | 1% | 1.3% | 7% | -0.4% | 1.1 | 9% | 7% | i | 28
CN1CCc2c1nc1ccccc1c2N (tested in a mixture with another compound)
  -1.1% | · | 0.4% | · | 1.6% | · | · | · | i | 42
C=CCn1c(SCc2csc(C)n2)nc2scc(-c3ccc(C)o3)c2c1=O
  -1.0% | 1% | 4.4% | 2% | 5.9% | 1 | 12% | 11% | i | 58
CN1C(=O)c2ccc(N(C)C)cc2C1=O
  -0.1% | 8% | 0.4% | -7% | -0.1% | 1 | -10% | -10% | i | 32
C=CCN(Cc1nc(-c2ccccc2)no1)C(=O)c1ccoc1C
  -0.1% | · | 3.0% | · | -0.4%[50 µM] | · | · | · | i | 11
O=C(CCCn1c(=S)[nH]c2ccsc2c1=O)NCCc1ccccc1
  0.1% | · | 2.3% | · | 0.2% | · | · | · | i | 25
O=C(O)C1CSC(c2coc3ccccc3c2=O)N1 (stereo not drawn)
  -1.0% | 9% | 3.2% | -10% | 8.7% | 0.8 | 14% | 5% | i | 41
Cc1ccc(C)c(NC(=O)c2cnc3n(c2=O)CCS3)c1
  -0.5% | -4% | -0.8% | -7% | -0.2% | 1.1 | 1% | 5% | i | 5
CCOC(=O)N1CCN(C(=O)c2ccc(-n3c(C)ccc3C)cc2)CC1
  -0.5% | 9% | 0.2% | -3% | 4.8% | 1.2 | 6% | 4% | i | 45
c1csc(CCNc2ncnc3sc4c(c23)CCC4)c1
  2.2% | 9% | 3.3% | -5% | 0.0% | 1.1 | 8% | 13% | i | 38
Cc1ccc(/C=N/Nc2cccc(C(=O)O)c2)s1
  0.6% | 7% | 1.9% | 54% | i | 1 | -50% | -41% | i | 29
CSCC[C@H](NC(=O)c1nn(C)c(=O)c2ccccc12)c1nc2ccccc2[nH]1
  -0.6% | 0% | 0.9% | 7% | 6.0% | 1 | 6% | 0% | i | 35
O=C(Cn1nc(-c2ccccc2Cl)ccc1=O)Nc1ccccc1-c1ccccc1
  -1.2% | -4% | 3.5% | 8% | 0.3% | 1 | · | · | i | 42
Cc1nc2ccc(NC(=O)c3ccc(S(=O)(=O)N(C)C)cc3)cc2s1
  0.1% | 5% | 0.9% | -4% | 0.5% | 1.1 | -6% | 39% | i | 3
CCc1ccccc1NC(=O)c1cc([N+](=O)[O-])ccc1N1CCOCC1
  -0.4% | · | 0.2% | · | 0.5% | · | · | · | i | 11
Cc1ccc(C(=O)N/N=C/c2ccc(OC(=O)c3ccccc3Cl)cc2)cn1
  0.3% | · | 0.1% | · | 0.1% | · | · | · | i | 17
CC(=O)OC(C(=O)NCCc1ccccc1)c1cccnc1 (stereo not drawn)
  -0.2% | 1% | -0.1% | 8% | -0.5% | 1.1 | -4% | -2% | i | 50
CNC(=O)C(=O)N/N=C/c1ccccn1
  0.7% | 4% | -0.9% | 2% | -0.1% | 1 | · | · | i | 62
Cc1ccc(/C=C/C(=O)NC(C)c2ccccc2)cc1 (stereo not drawn)
  0.1% | 3% | 16% | 8% | 5.0% | 1.1 | -4% | 0% | i | 40
COC(=O)C1=C(C)OC(N)=C(C#N)C1c1ccc(OC)c(CSc2ccccn2)c1 (stereo not drawn)
  0.8% | 4% | 5.6% | 2% | 0.2% | 1 | 9% | 7% | i | 8
COc1ccc(/C=N/Nc2nc(-c3ccc(C)cc3)c(C#N)c(=O)[nH]2)cc1
  -0.6% | · | 1.3% | · | 0.1% | · | · | · | i | 21
Nc1cc(=O)[nH]n1C1CCN(c2ccccc2)CC1
  0.3% | 5% | 1.6% | -2% | 0.6% | 1.1 | 14% | 2% | i | 17
CCOc1cc(S(=O)(=O)Nc2ccc(Cl)cn2)ccc1F
  0.1% | 6% | 1.3% | 18% | 1.6% | 1 | 10% | 6% | i | 39
COc1ccc(Cl)cc1C(=O)NCCN1CCOCC1
  -1.3% | · | -1.5% | · | 0.5% | · | · | · | i | 40
CCOc1ccccc1C(C(=O)NCCOC)N(CCOC)C(=O)Cn1nnc2ccccc21 (stereo not drawn)
  -0.9% | 0% | 0.8% | 24% | -0.2% | 1 | 0% | -7% | i | 66
C/C(=N/N=C(/N)SCc1ccccc1)C(C)(C)C
  0.0% | -3% | 2.2% | 2% | 0.7% | 1 | 29% | -11% | i | 16
O=C(c1cc2cc(Br)ccc2o1)N1CCOCC1
  -0.5% | 2% | 2.2% | -4% | -0.1% | 1 | -3% | -8% | i | 51
COc1ccc(C(=O)OCC(=O)N2CCCCC2)cc1[N+](=O)[O-]
  0.1% | 4% | 0.5% | 13% | -0.1% | 1.1 | -15% | -16% | i | 18
COC(=O)C(C)N1C(=O)S/C(=C/c2cc(C)n(C(C)C)c2C)C1=O (stereo not drawn)
  -0.1% | 4% | 19% | 7% | 2.7% | 1 | 10% | 7% | i | 15
COC(=O)c1[nH]c(C)c(/C(O)=C2\C(=O)C(=O)N(CCN(C)C)C2c2ccccc2OC)c1C (stereo not drawn)
  -0.2% | 4% | -0.2% | 19% | -0.5% | 1.1 | -26% | -44% | i | 20
Cc1cc(NC(=O)CCC(=O)N(Cc2ccco2)C2(C(=O)NC3CCCC3)CCCCC2)no1
  -0.9% | · | 0.8% | · | -0.4% | · | · | · | i | 26
O=C(COC(=O)c1cccc(-n2cnnn2)c1)Nc1c(Cl)cccc1C(F)(F)F
  0.1% | · | 0.6% | · | -0.1% | · | · | · | i | 6
Nc1nn(-c2cccc(F)n2)cc1-c1ccc(Cl)cc1
  -0.5% | -1% | · | 1% | 0.2% | 1.1 | -14% | -13% | · | ·
O=C(Nc1cc([N+](=O)[O-])ccc1F)c1ccc2ccccc2c1
  -0.1% | · | 2.8% | · | 1.4% | · | · | · | i | 31
CCOC(=O)Cc1csc(NC(NC(=O)OCC)(C(=O)OCC)C(F)(F)F)n1 (stereo not drawn)
  -0.3% | -2% | -0.2% | 14% | 0.3% | · | · | · | i | 3
COC(=O)c1ccc(C(=O)Nc2nc3cc(N)c(C)cc3s2)cc1
  -0.2% | · | 0.1% | · | -0.2% | · | · | · | i | 59
Cc1sc(NC(=O)/C=C/C(=O)O)c(C(N)=O)c1-c1ccc(C(C)(C)C)cc1
  -1.5% | 6% | 21% | 22% | -1.5% | 1.1 | 0% | 2% | i | 51
O=[N+]([O-])c1ccc(N2CCN(CCO)CC2)cc1Sc1ccccn1
  -0.2% | 8% | -0.6% | 17% | 0.1% | 0.9 | 4% | 6% | i | 59
CC(C(=O)N1CCCc2ccccc21)N1C(=O)c2ccccc2C1=O (stereo not drawn)
  0.3% | -1% | 2.7% | 12% | 0.1% | 1.1 | 11% | 17% | i | 24
Cc1c(Cl)ccc2sc(NC(=O)CN3C(=O)c4ccccc4C3=O)nc12
  · | 0% | 0.6% | -8% | 2.9% | 1 | 3% | 4% | i | 11
O=C(COC(=O)c1cc(=O)[nH]c2ccc(Br)cc12)c1ccccc1
  -0.1% | 8% | 2.3% | -3% | -0.7% | 1 | 6% | -2% | i | 43
COc1cccc2c(C)nc(Nc3nc(CSc4nnc(C)s4)cc(=O)[nH]3)nc12
  -0.2% | 1% | 0.8% | 5% | 0.5% | 1.1 | 17% | 15% | i | 33
